# Screening results: PubChem, National Center for Advancing Translational Sciences (NCATS)
# KB-3-1 cytotox = qHTS assay for MDR1-selective chemotherapeutics: Primary screen using the parental adenocarcinoma cell KB-3-1; 400,000 compounds, 1.4% hits; AID 1347075, 2019; Potency, µM (top dose mostly 46.1 µM), inactives show at the highest dose activity change, negative = cytotoxic, most hits filed as cytotoxic; KB-3-1 viability, CellTiter-Glo ATP luminescence, 72 h; note: potency is the fitted concentration of half-maximal effect; % is set by controls: 0 for no effect and ±100 for the full control effect; nearly all actives have a fitted effect of over 60% in size
#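 KB-3-1 parental drug-naive adenocarcinoma cells in DMEM/10% FBS, incubated 72 h at 37 C with pin-transferred compounds across a concentration series. Viability by CellTiter-Glo luminescence; concentration-response curves fitted after normalization.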
# SW480 rerep = A quantitative high throughput screen for small molecules that induce DNA re-replication in SW480 colon adenocarcinoma cells. Potency, µM (highest dose often 46.1 µM), for the others: at the highest dose re-replication activation, hits mostly activators. SW480 DNA re-replication, Hoechst DNA content imaging, 48 h. 340,000 compounds, 1.8% hits; note: potency is the fitted concentration of half-maximal effect; % of control where 0% means no effect; nearly all actives have a fitted effect of over 55% in size
#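 Readout is total intensity of Hoechst-stained nuclei, excited at 405 nm and collected at 500-530 nm. Compound treatment lasted 48 hr at 37 C in 5% CO2 before staining.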
# D3 ag = qHTS of D3 Dopamine Receptor Agonist: qHTS; max activation, %; AID 652048, 2013; D3R DiscoveRx beta-arrestin cells, luminescence, 90 min; D(3) dopamine receptor (Homo sapiens), P35462; 410,000 compounds, 0.58% hits; in the data active = max activation above about 30%; note: 0% is about no effect; mostly tested at two doses, the higher about 12 µM
# Target sequence (P35462 whole entry, looked up): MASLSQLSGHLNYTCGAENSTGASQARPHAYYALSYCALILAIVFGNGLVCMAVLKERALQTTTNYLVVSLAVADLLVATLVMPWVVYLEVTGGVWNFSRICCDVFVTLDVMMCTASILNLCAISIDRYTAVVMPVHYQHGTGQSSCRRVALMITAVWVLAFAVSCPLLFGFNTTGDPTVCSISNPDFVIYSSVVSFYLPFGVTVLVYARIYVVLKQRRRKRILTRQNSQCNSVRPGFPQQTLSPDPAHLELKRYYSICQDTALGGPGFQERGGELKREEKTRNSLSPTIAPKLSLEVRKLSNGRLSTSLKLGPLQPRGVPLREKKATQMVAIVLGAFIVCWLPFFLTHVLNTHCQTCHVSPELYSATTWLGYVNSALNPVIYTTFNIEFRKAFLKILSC
#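 Agonist-mode cell screen: cells plated at 1500/well and incubated overnight at 37 °C, then exposed to library compounds for 90 min at 37 °C. Detection reagent was added for 30–60 min at room temperature, and luminescence was read.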
# DRD3 antagonist = qHTS of D3 Dopamine Receptor Antagonist: qHTS; D(3) dopamine receptor (Homo sapiens), P35462; D3R cells, DiscoveRx beta-arrestin luminescence, antagonist mode; hits give low values; max response, negative = inhibition, %; 360,000 compounds, 2.5% hits; in the data active = max response below about -50%; inconclusive = no clear call, values can overlap the other calls; note: % is set by controls: 0 for no effect and ±100 for the full control effect; mostly tested at two doses, the higher about 12 µM
#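 Cells plated overnight at 1500 cells/well, then exposed to library compounds with dopamine controls for 90 minutes at 37 degrees C. DiscoveRx reagent added for 30–60 minutes at room temperature; luminescence read, quantitative HTS format.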
# HT1080 IDH1KD tx = qHTS for induction of synthetic lethality in tumor cells producing 2HG: qHTS for the HT-1080-IDH1KD cell line; HT-1080 IDH1 knockdown viability, ATP luminescence, 48 h; Potency, µM (highest dose often 46.1 µM), for inactives: top-dose activity, negative = toxicity, usual class: cytotoxic; 360,000 compounds, 2% hits;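 note: potency is the fitted concentration of half-maximal effect; 0% = DMSO wells and -100% = cell-free medium wells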
#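 CellTiter-Glo luminescence after 48 h compound exposure at 37 degrees C of IDH1-knockdown HT-1080 cells in 5% FBS RPMI. %Activity scaled between DMSO wells and cell-free media wells, with curves fitted and assigned curve classes.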
# HT1080-NT tox = qHTS for induction of synthetic lethality in tumor cells producing 2HG: qHTS for the HT-1080-NT fibrosarcoma cell line; HT-1080-NT fibrosarcoma viability, CellTiter-Glo ATP luminescence, 48 h; Potency, µM (highest dose often 46.1 µM), inactives show top-dose activity, negative = less viability, hits mostly cytotoxic; 360,000 compounds, 1.6% hits; AID 686970, 2013;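 note: NT is the 2HG producing partner of a matched IDH1 knockdown line; potency is the fitted concentration of half-maximal effect; 0% = DMSO-treated cells and -100% = media-only wells without cells; nearly all actives have a fitted effect of over 55% in size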
#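 750 cells/well, RPMI + 5% FBS; 2 h settle, compound pin-transfer, 48 h at 37 degrees C. CellTiter-Glo 10 min RT, luminescence. Normalized to DMSO and media-only wells.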
# KB-V1 MDR tox = qHTS assay for MDR1-selective chemotherapeutics: Primary screen using the drug-selected MDR subline cells KB-V1; KB-V1 MDR cells viability, CellTiter-Glo, 72 h; Potency, µM (titrated, usually from 46.1 µM), for inactives: at the top dose activity change, negative = cytotoxicity, actives largely listed as cytotoxic; 400,000 compounds, 3.4% hits; note: potency is the fitted concentration of half-maximal effect; % is set by controls: 0 for no effect and ±100 for the full control effect; nearly all actives have a fitted effect of over 60% in size
#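 Cytotoxicity via CellTiter-Glo luminescence after 72 h compound exposure at 37 degrees C. Cells: drug-selected KB-V1 line, DMEM phenol-red free plus 10% FBS. Compounds tested at multiple concentrations; normalized data fitted to concentration-effect curves.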
# IL-1B inflam inh = qHTS for Inhibitors of Inflammasome Signaling: IL-1-beta AlphaLISA Primary Screen | THP-1 LPS/ATP IL-1B secretion, AlphaLISA, 16 h; hits give low values | 360,000 compounds, 4.7% hits | activity change, % at 57.5 µM | AID 743279, 2014; in the data active = activity change below about -50%; inconclusive = mostly about -30% to -49%; note: % is set by controls: 0 for no effect and ±100 for the full control effect
#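 THP-1 cells pretreated 1 hr with compounds (up to 57.5 uM final), then stimulated with LPS (250 ng/mL final) plus ATP (1.25 mM final); secreted IL-1B measured by AlphaLISA after 16 hr, decreased signal indicating inhibition.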
# GLP1R ag = qHTS of GLP-1 Receptor Agonists; AID 624172, 2012; Glucagon-like peptide 1 receptor (Homo sapiens), P43220; Potency, µM (series often up to 45.6 µM), for inactives: at the highest dose activation, usual class: activators; 380,000 compounds, 0.007% hits; HEK293 GLP-1R CRE-luciferase, luminescence, 4-6 h; cells express a hypersensitive GLP-1R form; note: potency is the fitted concentration of half-maximal effect; % of control where 0% means no effect
# Target sequence (P43220 whole entry, looked up): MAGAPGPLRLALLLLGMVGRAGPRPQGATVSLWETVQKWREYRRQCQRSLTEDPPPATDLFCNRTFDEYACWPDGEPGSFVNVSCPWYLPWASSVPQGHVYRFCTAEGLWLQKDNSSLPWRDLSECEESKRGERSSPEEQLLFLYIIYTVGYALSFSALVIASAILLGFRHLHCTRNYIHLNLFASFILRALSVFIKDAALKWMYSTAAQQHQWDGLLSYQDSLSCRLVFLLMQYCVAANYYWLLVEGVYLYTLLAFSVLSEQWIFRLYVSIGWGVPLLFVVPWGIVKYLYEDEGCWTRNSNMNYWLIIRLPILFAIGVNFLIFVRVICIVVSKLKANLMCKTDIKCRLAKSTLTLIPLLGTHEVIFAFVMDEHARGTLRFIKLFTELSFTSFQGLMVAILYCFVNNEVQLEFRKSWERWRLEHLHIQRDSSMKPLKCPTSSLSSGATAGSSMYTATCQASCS
# * marks the source's active call; other numbers are inactive results; u = inconclusive; x = no result given; & = joins results of further samples; [ ] = another dose, or the depositor's remark. Unless noted, calls come from the whole dose curve; as a rule, active = well fitted curve in the direction sought with a large enough effect; inconclusive = small, poorly fitted or top-dose-only effect, or another doubt; inactive = no such curve, though single readings can be large; an effect the other way counts as inactive or inconclusive.
SMILES,KB-3-1 cytotox,SW480 rerep,D3 ag,DRD3 antagonist,HT1080 IDH1KD tx,HT1080-NT tox,KB-V1 MDR tox,IL-1B inflam inh,GLP1R ag
CCOC(=O)c1sc2nc(C)cc(-c3ccccc3)c2c1N,-2%,28%,-2,-18,15%,19%,-7%,-1,4%
CN(C)c1cc(-c2ccc(Br)cc2)oc(=O)c1Cl,u,15%,-7,24,-17%,-15%,u,-51*,12%
CCOC(=O)C1=C(C)Nc2ncnn2C1c1cccnc1 (stereo not given),15%,-7%,-3,-6,5%,8%,7%,3,-13%
C=CCn1c(=O)c(C(=O)NCc2ccc3c(c2)OCO3)c(O)c2cc(OC)c(OC)cc21,-2%,-2%,10,22,15%,20%,2%,-21,-15%
COc1ccccc1C(=O)Nc1cccc(C(=O)N2CCOCC2)c1,-3%,-3%,-6,42,7%,0%,0%,0,4%
COc1ccc(CCN(C)c2ncnc3sccc23)cc1OC,-14%,u,2,-2,-7%,-16%,-29%,-53*,-3%
NC(=O)C1(Nc2ccccc2)CCCC1,-5%,u,-1,-14,-9%,1%,u,2,0%
COc1cc2[nH]c(=S)nc(NCc3ccc(Cl)cc3)c2cc1OC,-6%,2%,0,1,-2%,-8%,7%,-15,-5%
COc1ccc(OC)c(-c2nc(C(N)=O)c3[nH]c(=O)n(-c4ccc(F)cc4)c3n2)c1,11%,-2%,3,-2,-9%,-3%,5%,1,7%
Cc1ccc(C(=O)Nc2nc(-c3ccccn3)cs2)o1,u,14%,-4,-1,u,-17%,-14%,165,-3%
O=C(NC1CCCC1)C1CCN(c2nccs2)CC1,23%,-4%,-18,0,11%[9.24 µM],14%,-18%,4,-5%
O=C(c1ccccc1)C1CCN(C(=O)c2ccc(Cl)cc2)CC1,-11%,-8%,1,0,-5%,0%,4%,-26,5%
O=C(O)/C=C\C(=O)Nc1ccccc1C(=O)NC1CCCCC1,0%,16%,-3,-14,-4%,0%,9%,-15,0%
COc1ccccc1C(=O)NCCSCc1c(F)cccc1Cl,-8%,-4%,8,0,6%,11%,-24%,-2,14%
[O-]C1=N/[N+](=C/c2ccc(Cl)c(Cl)c2)CC1,3%,-4%,3,3,14%,10%,2%,6,-10%
COc1cccc(-n2nc(C(=O)NCC3CCCO3)c3ccccc3c2=O)c1 (stereo not given),-4%,-17%,0,14,17%,12%,-16%,-11,5%
NC(=O)c1ccc(NC(=O)CSc2nnc(-c3ccccn3)n2N)cc1,1%,0%,1,4,4%,2%,20%,-3,5%
CC(C)NS(=O)(=O)c1ccc2c(c1)oc(=O)n2C,-10%,-1%,-6,u,-8%,0%,0%,0,-6%
COc1ccc(S(=O)(=O)N2CCOC2CNC(=O)C(=O)NCc2ccccn2)cc1C (stereo not given),x,2%,-9,-13,-3%,-6%,x,-11,9%
Cc1ccccc1OCC(=O)Nc1ccccc1C(=O)NC1CC1,19%,-5%,-14,6,-10%,-12%,u,-5,5%
Cc1ccccc1N(C(=O)c1snc(C(N)=O)c1N)C(C)C(=O)NC1CCCCC1 (stereo not given),11%,-6%,1,10,5%,9%,10%,-2,0%
CN(C(=O)c1ccc2ccccc2c1)c1ccccn1,-4%,-2%,0,-1,1%,-5%,-10%,-12,6%
COc1ccc(N=N/C(C(C)=O)=C(/C)O)cc1,-5%,-10%,7,-6,19%,25%,-2%,-14,20%
Cc1[nH]c2ccccc2c1CN1CCC(Cc2ccccc2)CC1,0%,u,-24,u,23µM*,u,18µM*,-85*,-1%
CNC(=S)N(Cc1ccc2c(c1)OCO2)C1CC(=O)N(c2ccc(F)cc2)C1=O (stereo not given),u,11%,6,33,-11%,-24%,16µM*,25,-26%
Cc1ccc(NS(=O)(=O)c2cc([N+](=O)[O-])ccc2NNC(=S)Nc2cccc(Cl)c2)c(C)c1,-11%,x,-4,-73*,u,u,u,-22,-11%
COc1ccc(-c2noc(CN(Cc3nccn3C)C(C)C)n2)cc1,-19%,-3%,1,4,8%,-2%,u,5,10%
COC(=O)c1ccc(C(=O)OC)c(NC(=O)N2c3ccccc3Sc3ccccc32)c1,3%,8%,5,6,-4%,4%,8%,35,0%
CN(Cc1ccccc1)C(=O)c1ccc(NC(=O)Cc2ccc(NC(=O)C3CCN(C(=O)C4CCCC4)CC3)cc2)cc1,-8%,-26%[9.22 µM],2,6,-11%,-13%,23%,21,-7%
O=C(NCc1ccccc1Cl)C(=O)c1cn(CC(=O)N2CCOCC2)c2ccccc12,-1%,u,-6,0,-2%,-4%,0%,-5,-2%

# Record cards, from the list above:
# COc1ccc(-c2noc(CN(Cc3nccn3C)C(C)C)n2)cc1 is listed with KB-3-1 cytotox: -19%; SW480 rerep: -3%; D3 ag: 1; DRD3 antagonist: 4; HT1080 IDH1KD tx: 8%; HT1080-NT tox: -2%; KB-V1 MDR tox: u; IL-1B inflam inh: 5; GLP1R ag: 10%
# CNC(=S)N(Cc1ccc2c(c1)OCO2)C1CC(=O)N(c2ccc(F)cc2)C1=O (stereo not given) is listed with KB-3-1 cytotox: u; SW480 rerep: 11%; D3 ag: 6; DRD3 antagonist: 33; HT1080 IDH1KD tx: -11%; HT1080-NT tox: -24%; KB-V1 MDR tox: 16µM*; IL-1B inflam inh: 25; GLP1R ag: -26%

# (next part)
SMILES,KB-3-1 cytotox,SW480 rerep,D3 ag,DRD3 antagonist,HT1080 IDH1KD tx,HT1080-NT tox,KB-V1 MDR tox,IL-1B inflam inh,GLP1R ag
CCOC(=O)c1ccc(S(=O)(=O)N2CCC(C(=O)O)CC2)cc1,-11%,-18%,-1,-23,-6%,1%,-5%,85,-11%
CCOCc1nnc(NC(=O)c2cc(OC)c(OC)c(OC)c2)s1,15%,-9%,-8,-3,0%,-1%,u,-8,-1%
CCCCN1C(=O)N(C)C2C1N(C)C(=O)N2CCCC (stereo not given),1%,-1%,-2,17,9%,4%,16%,4,-2%
CCCOc1cccc(C(=O)Nc2cc(NC(=O)c3ccco3)ccc2OC)c1,-24%,6%,0,10,1%,9%,u,-10,5%
O=C(Nc1ccccc1)C1=C[C@@H](C2CC2)C[C@@H](OCc2ccc(CO)cc2)O1,1%,u,10,-23,1%,-2%,-29%,4,11%
COc1ccc(C)cc1NC(=O)C1CCN(S(=O)(=O)c2cccc3nonc23)CC1,24%&2%,-4%,7&-10,1,-21%,1%,u,24,8%&1%
O=C(CCN1C(=O)c2ccccc2C1=O)N1CCOCC1,0%,2%,-5,0,3%,-4%,0%,-22,6%
O=C(Nc1ccc(F)cc1)Nc1ccccc1N1CCCCC1,u,-7%,11,5,-13%,u,u,-17,4%
CNC(=S)Nc1cccc([N+](=O)[O-])c1,-2%,0%,-10,-24,6%,3%,9%,3,7%
COc1ccc(C(=O)NCCCNC(=O)c2ccccn2)cc1,6%,-2%,4,-1,2%,u,0%,10,-1%
COC(=O)C(CC(=O)c1ccc(Cl)cc1)c1ccc(C(C)C)cc1 (stereo not given),-21%,-4%,-12,-26,0%,-10%,-18%,28,-2%
COc1cccc(/C=C/C(=O)NNC(=O)c2cc(C)oc2C)c1,-4%,-8%,-16,-10,-4%,-2%,-1%,-13,-5%
COc1ccc(N(Cc2ccccc2)S(=O)(=O)c2cccc(C(=O)NCC3CCCO3)c2)cc1 (stereo not given),-26%,-77%[inhibitor],-2,-2,-3%,-4%,u,-17,13%
Cc1c(NC(=S)N/C(=N/S(=O)(=O)c2ccccc2)c2ccccc2)c(=O)n(-c2ccccc2)n1C,24%,-8%,-1,-2,4%,0%,0%,-18,-5%
Cc1ccc(S(=O)(=O)NC23CC4CC(CC(C4)C2)C3)cc1,-3%,-9%,0,3,0%,-1%,7%,55,15%
Brc1c(-c2ccccc2)nc2n1Cc1ccccc1-2,-10%,-1%,-3,16,-27%,-18%,u,-3,4%
CC(=O)NC1=NC(=O)/C(=C/c2cc(C)n(-c3ccc(NC(C)=O)cc3)c2C)S1,24%,-18%,-12,5,-1%,-21%,0%,3,-5%
CC(C)c1cc(-c2n[nH]c(=S)n2Cc2ccccc2)cs1,0%,6%,-13,-9,9%,5%,2%,19,3%
CC1Cc2cccc3ccc(=O)n(c23)C1 (stereo not given),19%,1%,-1,24,18%,11%,u,23,7%
Oc1ccc2ccccc2c1CN1CCOCC1,5%,-7%,-7,-10,12%,14%,8%,-15,3%
O=C1C2C3C=CC(C3)C2C(=O)N1c1ccccc1OS(=O)(=O)c1ccccc1 (stereo not given),-3%,-2%,2,15,5%,-1%,-14%,10,-2%
COc1ccccc1CC(=O)Nc1ccc2nc(Nc3cccc(Cl)c3)cc(C)c2c1,-14%,x,-4,x,x,x,-13%,x,-1%
CCc1ccc(CCC(=O)Nc2ccccc2C(=O)O)o1,u,-1%,9,42,u,u,u,18,-14%
COc1ccccc1C1CC(=O)Oc2c(C(C)C)ccc(C)c21 (stereo not given),-10%,-2%,-7,-5,6%,-5%,-1%,0,-7%
COc1ccc(Cl)cc1N1C(=NC(=O)C2CCCCC2)SC2CS(=O)(=O)CC21 (stereo not given),u,u,7,-10,7%,13%,u,-1,-3%
O=C(O)c1cc(-c2ccc(Cl)cc2)n(-c2cccc(Cl)c2)n1,15%,-3%,-2,-1,-9%,-2%,20%,9,0%
C[C@H](CO)N1C[C@H](C)[C@@H](CN(C)C(=O)Nc2ccc3c(c2)OCO3)Oc2c(NC(=O)Cc3ccccc3)cccc2C1=O,-15%,16%,-10,14,12%,12%,-19%,4,0%
